Source: PubChem (National Center for Advancing Translational Sciences (NCATS))
IMPase Li cell: cell-permeable IMPase inhibitors with lithium potentiation. 210,000 tested, 0.35% active. Potency, µM (doses to about 59.4 µM), for inactives: top-dose activity, negative = IMPase inhibition, hits mostly inhibitors. CHO-M1 cells, IP1 TR-FRET (IP-One), carbachol + lithium. AID 1457;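 further: IP1 builds up when IMPase is blocked and the TR-FRET signal falls; plate controls were basal vehicle for no effect and high inhibitor control for full effect; nearly all actives have a fitted effect of over 50% in size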
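CHO cells stably expressing M1 receptor (2000/well, cultured 16–30 h) treated 30 min at 37C with compound plus low lithium. Cytosolic IP1 by TR-FRET (665/620 ratio and 620 channel) after 10 min lysis; AC50 by Hill fit.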
RECQ1 inh: inhibitors of human RECQ1 DNA helicase; RECQ1 DNA unwinding, red fluorescence kinetic read; Potency, µM (titrated, usually from 57.3 µM), inactives show top-dose activity, negative = inhibition, most hits filed as inhibitors; AID 2549; 240,000 tested, 0.54% active; P46063;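 further: plate controls were vehicle for no effect and no enzyme for full effect; nearly all actives have a fitted effect of over 30% in size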
Target sequence (P46063 whole entry, looked up): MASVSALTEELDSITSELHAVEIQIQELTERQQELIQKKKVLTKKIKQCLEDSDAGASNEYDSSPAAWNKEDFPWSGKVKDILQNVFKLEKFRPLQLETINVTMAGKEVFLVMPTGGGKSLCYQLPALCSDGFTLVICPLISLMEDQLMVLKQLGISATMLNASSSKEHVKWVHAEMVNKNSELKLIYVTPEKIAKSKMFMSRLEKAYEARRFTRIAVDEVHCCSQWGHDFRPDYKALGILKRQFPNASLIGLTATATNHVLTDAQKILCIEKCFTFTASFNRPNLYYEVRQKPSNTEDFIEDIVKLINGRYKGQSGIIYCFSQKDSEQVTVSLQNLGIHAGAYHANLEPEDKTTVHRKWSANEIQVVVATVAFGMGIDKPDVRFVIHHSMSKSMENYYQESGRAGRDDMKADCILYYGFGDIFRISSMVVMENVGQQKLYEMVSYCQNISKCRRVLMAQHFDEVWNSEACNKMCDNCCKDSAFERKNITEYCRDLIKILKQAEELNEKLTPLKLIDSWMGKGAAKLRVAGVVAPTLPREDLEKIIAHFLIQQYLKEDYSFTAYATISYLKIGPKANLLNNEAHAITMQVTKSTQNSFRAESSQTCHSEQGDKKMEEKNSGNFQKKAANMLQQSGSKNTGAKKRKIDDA
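50 nM RECQ1T1 preincubated 15 min with compound in Tris pH 8.0 buffer with MgCl2, DTT, Tween-20 and 2.5 ug/ml poly(dI-dC); started with 200 nM TAMRA/BHQ-2 forked duplex and 2 mM ATP. Unwinding read as fluorescence (525/598 nm), two reads 2 h apart.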
KinaseGlo FLuc: blocks Kinase-Glo luciferase, a counter-screen artifact; Q27757; Kinase-Glo luciferase, ATP luminescence, 8 min; Potency, µM (series often up to 38.3 µM), without a hit: at the highest dose activity change, negative = inhibition, most hits filed as inhibitors; 200,000 tested, 0.28% active; AID 1379; further: on the % scale 0 is the no-effect control and ±100 the full control effect; nearly all actives have a fitted effect of over 60% in size
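Recombinant Kinase-Glo luciferase, 10 uM ATP (linear range), luciferin; imidazole pH 7.2 / KCl / MgCl2 / Tween / BSA buffer; 8 min RT; luminescence.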
NPSR antag: neuropeptide S receptor (human) antagonism, cAMP; Potency, µM (series often up to 38.3 µM), for inactives: top-dose activity change, negative = inhibition, actives largely listed as inhibitors; CHO-NPSR cells, cAMP TR-FRET, antagonist mode; 220,000 tested, 1% active; Q6W5P4; AID 1461; further: on the % scale 0 is the no-effect control and ±100 the full control effect; nearly all actives have a fitted effect of over 50% in size; many of its hits are not listed in these tables
Epigenetic derep: epigenetic control regulation, reporter derepression. 280,000 tested, 0.2% active. Potency, µM (highest dose often 53.9 µM), without a hit: at the highest dose GFP activation, usual class: activators. murine LDR cells, GFP reporter derepression, 30 h; further: % of control where 0% means no effect; nearly all actives have a fitted effect of over 60% in size
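Derepression of a silenced CMV-GFP reporter in murine LDR cells is scored by enumerating GFP-positive cells with a laser-scanning microplate cytometer after 30 hours of treatment at 37 C.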
KDM4E inh: JMJD2E (human) inhibition; B2RXH2; 230,000 tested, 1.6% active; Potency, µM (top dose mostly 57.1 µM), for inactives: top-dose activity change, negative = inhibition, most hits filed as inhibitors; JMJD2E catalytic domain, FDH-coupled NADH fluorescence (FDH is formaldehyde dehydrogenase); AID 2147; active means well fitted inhibition curve with a large enough effect, not every such curve was filed as active; inconclusive means small, poorly fitted or top-dose-only effect, or another doubt; inactive means no such curve, though single readings can be large or run the other way;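 further: 0% = wells with enzyme and -100% = buffer wells without enzyme; nearly all actives have a fitted effect of over 50% in size; many of its hits are not listed in these tables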
SMN2 splice up: SMN2 splice variant enhancement. HEK293 SMN2-luciferase splicing reporter, luminescence, 30-36 h. Potency, µM (titrated, usually from 46.1 µM), for inactives: at the highest dose activity change, positive = activation, actives largely listed as activators. 210,000 tested, 2.8% active. AID 1458; further: % of control where 0% means no effect; nearly all actives have a fitted effect of over 55% in size
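HEK293 cells carry an SMN2 minigene-luciferase reporter in which exon 7 inclusion puts luciferase in frame. Cells were seeded at 2000 cells/well, attached for 10-12 hours, then exposed to compounds for 30-36 hours at 37C before ONE-Glo luminescence.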
RGS12 GoLoco inh: inhibitors of human Gai1-RGS12 GoLoco interaction (red fluorophore); P63096; Gai1:RGS12 GoLoco peptide FP, rhodamine, 10 min; Potency, µM (highest dose often 61.6 µM), without a hit: at the top dose activity, negative = inhibition, most hits filed as inhibitors; 230,000 tested, 0.44% active; AID 880; active means well fitted inhibition curve with a large enough effect, not every such curve was filed as active; inactive means no such curve, though single readings can be large or run the other way; further: on the % scale 0 is the no-effect control and ±100 the full control effect; nearly all actives have a fitted effect of over 30% in size; many of its hits are not listed in these tables
Target sequence (P63096 whole entry, looked up): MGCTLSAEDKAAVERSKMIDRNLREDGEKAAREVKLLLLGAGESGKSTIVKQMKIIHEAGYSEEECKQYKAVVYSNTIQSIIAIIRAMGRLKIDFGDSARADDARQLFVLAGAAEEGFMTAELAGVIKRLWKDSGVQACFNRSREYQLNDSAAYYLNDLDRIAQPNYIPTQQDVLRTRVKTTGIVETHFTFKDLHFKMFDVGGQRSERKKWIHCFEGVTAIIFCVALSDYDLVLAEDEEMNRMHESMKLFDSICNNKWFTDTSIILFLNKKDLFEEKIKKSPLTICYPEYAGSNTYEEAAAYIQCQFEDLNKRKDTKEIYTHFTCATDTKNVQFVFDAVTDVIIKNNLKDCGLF
Active calls of the source: *; i = inactive; ? = inconclusive; . = no result given; & = joins results of further samples; [ ] = dose if it differs, or a comment. Unless noted, the call rests on the fitted dose curve; in most records, active means well fitted curve in the direction sought with a large enough effect; inconclusive means small, poorly fitted or top-dose-only effect, or another doubt; inactive means no such curve, though single readings can be large; an effect the other way counts as inactive or inconclusive. Potency means the concentration at half of the fitted maximal effect. These rows are one share of the data; count on the stated rates, not on these rows.

Start of the data: the first 2 compounds, to show the layout:
SMILES | IMPase Li cell | RECQ1 inh | KinaseGlo FLuc | NPSR antag | Epigenetic derep | KDM4E inh | SMN2 splice up | RGS12 GoLoco inh
COc1ccc(NS(=O)(=O)c2cccc(C(=O)N/N=C/c3cn(-c4ccccc4)nc3-c3ccc(OC)cc3)c2)cc1 | . | -4% | . | -19% | -1.1% | ? | . | 18%
COc1ccc(OC)c(NC(=O)CSc2nnc(C3CCCCC3)n2-c2ccccc2)c1 | 14% | -1% | -4% | ? | 1.2% | -2% | -42%[inhibitor] | -4%

All compounds of this part, previewed entries included:
SMILES | IMPase Li cell | RECQ1 inh | KinaseGlo FLuc | NPSR antag | Epigenetic derep | KDM4E inh | SMN2 splice up | RGS12 GoLoco inh
COc1ccc(NS(=O)(=O)c2cccc(C(=O)N/N=C/c3cn(-c4ccccc4)nc3-c3ccc(OC)cc3)c2)cc1 | . | -4% | . | -19% | -1.1% | ? | . | 18%
COc1ccc(OC)c(NC(=O)CSc2nnc(C3CCCCC3)n2-c2ccccc2)c1 | 14% | -1% | -4% | ? | 1.2% | -2% | -42%[inhibitor] | -4%
O=c1[nH][nH]c(-c2ccccc2O)c1C(C[N+](=O)[O-])c1ccc(Cl)cc1Cl (stereo not given) | 8% | -4% | 1% | -19% | 0.0% | -22% | -3% | 10%
COCCCNC(=O)C1CCC(CNS(=O)(=O)c2ccc(Cl)cc2)CC1 (stereo not given) | -3% | -7% | 4% | -4% | -1.4% | 8% | 2% | -8%
Cc1[nH]nc2c1C(c1cccc(OC(=O)N3CCOCC3)c1)C(C#N)=C(N)O2 (stereo not given) | 13%[38.3 µM] | 9% | -2% | -11%[46.1 µM] | -1.2% | ? | 7% | 8%
CC(c1ccccc1)N1C(=O)c2ccccc2C1(O)Cc1ccccc1 (stereo not given) | 18% | i | 1% | -56% | -2.3% | -7% | 5% | -12%
CC(C)(C)C1=CC(=O)C(=O)C(C(C)(C)C)=C1 | 7% | i | -3% | ? | -0.9% | -4% | -110% | 2%
O=C(CC(=O)N/N=C\c1c(Cl)cccc1Cl)NCc1ccccc1 | 10%[38.3 µM] | 6% | 1% | -14%[46.1 µM] | -0.3% | 4% | 15% | -8%
Cc1ccc(/C=N/NC(=O)CN2CCN(Cc3ccccc3)CC2)s1 | . | 0% | . | -1% | 2.9% | -8% | . | 1%
N#C/C(=N\Nc1ccc(Cl)cc1)C(N)=S | . | 0% | . | -25% | 0.4% | -6% | . | -6%
CC(=O)c1cccc(NC(=O)C=C(C)C)c1 | 7%[38.3 µM] | -14% | 2% | -8%[46.1 µM] | -1.1% | -5% | . | 3%
O=C(c1ccccc1)c1sc(N2CCCCCC2)nc1-c1ccccc1 | 15%[38.3 µM] | -11% | 5% | ? | -2.0% | -7% | -31%[inhibitor] | 5%
Cc1ccc(CNC(=O)C(=O)NCC2OCCN2C(=O)c2ccc(Cl)cc2)cc1 (stereo not given) | 1% | -21% | 0% | 8% | -3.1% | 2% | -20% | 10%
CC(NC(=O)NNC(=O)c1ccncc1)(C(F)(F)F)C(F)(F)F | 6% | i | -4% | 13% | -1.5% | 74%[activator] | 17% | -3%
CCOC(=O)C1CCCN(C(=O)C(C)(C)Oc2ccc(Cl)cc2)C1 (stereo not given) | 22% | -3% | -2% | 34% | 0.1% | 1% | . | 11%
COc1ccccc1/C=N/OCC(=O)NCc1ccc2c(c1)OCO2 | . | 0% | . | -3%[46.1 µM] | -0.9% | -6% | . | .
CCOC(=O)Cc1csc(N/N=C/c2ccc(C(F)(F)F)cc2)n1 | -8%[38.3 µM] | -6% | 5% | -10%[46.1 µM] | -2.3% | -3% | -22% | 27%
CC1(C)CC(=O)C(C=Nc2cccnc2)=C(O)C1 | 0%[38.3 µM] | -4% | -1% | 2%[46.1 µM] | -3.4% | -20% | 45% | -23%
CC(C)c1nnc(NC(=O)c2ccc(S(=O)(=O)N3CCOCC3)cc2)s1 | -13%[38.3 µM] | -3% | -4% | 4%[46.1 µM] | 0.0% | 0% | -4% | 2%
CCCOC(=O)NC(CC)COC(=O)Nc1cccc(C)c1C (stereo not given) | -9%[38.3 µM] | 6% | -5% | 2%[46.1 µM] | -1.1% | 1% | -11% | -13%
CC(=O)CSc1ncnc2sc3c(c12)CCC(C)C3 (stereo not given) | 13% | -4% | 0% | -14% | -3.1% | -16% | 12% | 10%
Cc1ccc(N2C(=O)c3cccc4c(N5CCN(C)CC5)ccc(c34)C2=O)c2cccnc12 | 9%[38.3 µM] | 0% | -3% | -18%[46.1 µM] | ? | 11% | -33%[inhibitor] | -3%
O=C1NC(=O)C2C1C(c1ccccc1)N1C3C(=O)NC(=O)C3C(c3ccccc3)N21 (stereo not given) | 9%[38.3 µM] | 5% | 0% | 4%[46.1 µM] | -0.2% | 4% | -9% | -18%
CCOC(=O)C1(CCCc2ccccc2)CCN(C(=O)CCn2cnnn2)CC1 | 13% | -3% | 0% | -4% | 0.0% | 6% | . | 6%
CC1Nc2ccccc2C(=O)N1NC(=O)c1ccc(Br)cc1 (stereo not given) | -2% | -13% | 0% | 7% | 0.8% | ? | -17% | -7%
SMILES | IMPase Li cell | RECQ1 inh | KinaseGlo FLuc | NPSR antag | Epigenetic derep | KDM4E inh | SMN2 splice up | RGS12 GoLoco inh
CCc1cc(=O)n2[nH]c(C)c(-c3ccccc3OC)c2n1 | 30%[38.3 µM] | i | 1% | -2%[46.1 µM] | 0.0% | -5% | -4% | 0%
Cc1ccccc1C(=O)N=c1c(C#N)cc2c(=O)n3cccc(C)c3nc2n1Cc1ccco1 | -6%[38.3 µM] | -1% | 8% | -10%[46.1 µM] | 11% | ? | 8% | 24%
Cn1ncc2c(=O)n(/N=C/c3ccccc3)cnc21 | -2% | i | -9% | 12% | 0.0% | 12% | 19% | 16%
Nc1c(Cl)nc(-c2ccccc2)nc1Cl | 3% | i | 0% | -4% | 5.9% | 4% | 0% | -4%
CCOc1ccc(N2CC(C(=O)NCCN3C(=O)S/C(=C\c4ccc(OC)c(OC)c4)C3=O)CC2=O)cc1 (stereo not given) | 6% | -9% | 3% | 2% | 0.0% | 6% | -20% | 7%
O=C(/C=C/c1ccc2c(c1)OCO2)NCC1CCCO1 (stereo not given) | -11% | i | -7% | -1% | -2.2% | ? | ? | 8%
Cn1nc(C(=O)Nc2cccc(C(F)(F)F)c2)ccc1=O | 15%[38.3 µM] | -2% | 0% | 4%[46.1 µM] | -0.8% | 2% | -17% | -6%
CC(=O)c1cc(F)c(N2CCN(CCC#N)CC2)cc1C | 5% | -8% | 3% | 7% | -1.0% | 3% | -4% | 9%
Cc1cc(C)c[n+](CC(=O)c2cc3ccccc3oc2=O)c1 | 20%[38.3 µM] | 3% | -3% | -4%[46.1 µM] | -1.1% | ? | 19% | 6%
O=C(COC(=O)CCCOc1ccc(Cl)cc1Cl)NCc1ccccc1 | -4% | 4% | 1% | 1% | -1.0% | -7% | -21% | 0%
O=C(O)C[C@H]1OCC=C2C[N@@+]3([O-])CC[C@]45c6ccccc6N[C@@H]4[C@@H]1[C@H]2C[C@H]53 | 14% | . | -6%[7.66 µM] | . | . | . | 8%[9.22 µM] | 6%[14.2 µM]
Nc1c(S(=O)(=O)O)cc(Nc2ccc(Nc3nc(Cl)nc(Nc4ccc(S(=O)(=O)O)cc4)n3)c(S(=O)(=O)O)c2)c2c1C(=O)c1ccccc1C2=O | 30%[activator] | 0.89µM* | ? | ? | -0.1% | -2% | -21% | 4%
COc1cc(CNCCN2CCOCC2)ccc1OCc1ccccc1Cl | 1%[38.3 µM] | i | -5% | 9%[46.1 µM] | -1.2% | 2% | 7% | 7%
CC1CN(C(=O)c2cccn(Cc3c(Cl)cccc3Cl)c2=O)CC(C)O1 (stereo not given) | 0% | i | 3% | 6% | -1.3% | 4% | -20% | 9%
CCC(c1nnnn1Cc1ccccc1)N1CCN(c2ccccc2)CC1 (stereo not given) | 15% | -8% | 1% | -17% | 1.6% | -8% | -11% | 10%
CCOc1ccc(/C=C/C(=O)c2c(O)c3ccccc3oc2=O)cc1 | 5%[38.3 µM] | -6% | -5% | 5%[46.1 µM] | -1.1% | ? | -23% | 7%
CC1CCCCN1C(=O)c1cnn2c(C(F)(F)F)cc(-c3ccco3)nc12 (stereo not given) | 32%[activator][38.3 µM] | 13% | 1% | 8%[46.1 µM] | 0.7% | ? | -1% | -2%
NC(=O)c1csc(-c2ccncc2)n1 | -6% | -1% | 5% | -1%[46.1 µM] | -0.9% | 6% | -1% | 4%
COCCn1c(SCC(=O)Nc2ccc(S(=O)(=O)N(C)C)cc2)nc2ccccc21 | 37%[38.3 µM] | i | 0% | -22%[46.1 µM] | -4.8% | -5% | -17% | -16%
CCOC(=O)C1=C(NC(=S)NC(=O)c2ccccc2)c2ccccc2CC1(C)CC (stereo not given) | 8% | -11% | -2% | -53% | 0.0% | -1% | ? | 6%
CCN1CCN(c2cc(C)c3cc(NC(=S)N4CC(C)CC(C)C4)ccc3n2)CC1 (stereo not given) | 12% | -10% | -3% | -30% | 6.6% | ? | ? | 3%
CC(C)CC(CC(C)C)=NNC(=O)c1ccc(CSc2nncn2C)cc1 | -9% | -6% | -2% | -4% | 0.4% | 29% | -33%[inhibitor] | -3%
CC(=O)c1cccc(S(=O)(=O)NC2CC2)c1 | -3% | 1% | 8% | 8% | -1.1% | 0% | 19% | -11%
Cc1nc(NC(=O)/C=C/c2ccccc2)sc1C(=O)N(C)C | -11% | -1% | 3% | 9% | -3.8% | 0% | 41% | 20%
COC(=O)[C@@]1(Cc2ccccc2)[C@H]2c3cc(C(=O)N4CCCC4)n(Cc4ccsc4Br)c3C[C@H]2CN1C(=O)c1ccccc1 | 22%&15% | -11%&-19% | 10%&-5% | -53% | -0.4%&2.3% | -12%&14% | -84%&-14%[inhibitor] | 17%&7%
Nc1ccc(Nc2ccccc2)cc1 | 16%[38.3 µM] | 4% | -4% | -9%[46.1 µM] | -1.1% | -7% | 33% | 8%
CC(=O)N(C1=C(Cl)C(=O)c2ccccc2C1=O)C1CCCCC1 | . | -1% | . | 6.3µM* | 1.9% | ? | . | -6%
Cn1c(=O)c2c(nc(CN3CCC(C(N)=O)CC3)n2CCCc2ccccc2)n(C)c1=O | 24%[38.3 µM] | 8% | -4% | -14%[46.1 µM] | -1.0% | -1% | 9% | 5%
